# RXFP1 ag: qHTS Assay for Agonists of the Relaxin Receptor RXFP1; AID 2676, 2010; 0.3% of 370,000 active; Potency, µM (doses to about 57.5 µM), for the others: at the top dose activation, hits mostly activators; HEK293T-RXFP1 cAMP TR-FRET, 30 min; response scale: percent of porcine relaxin response, buffer zero; Relaxin receptor 1 (Homo sapiens), Q9HBX9; further: potency means the concentration at half of the fitted maximal effect; on the % scale 0 is the no-effect control and ±100 the full control effect; nearly all actives have a fitted effect of over 60% in size; many of its hits are not listed in these tables
# Target sequence (Q9HBX9 whole entry, looked up): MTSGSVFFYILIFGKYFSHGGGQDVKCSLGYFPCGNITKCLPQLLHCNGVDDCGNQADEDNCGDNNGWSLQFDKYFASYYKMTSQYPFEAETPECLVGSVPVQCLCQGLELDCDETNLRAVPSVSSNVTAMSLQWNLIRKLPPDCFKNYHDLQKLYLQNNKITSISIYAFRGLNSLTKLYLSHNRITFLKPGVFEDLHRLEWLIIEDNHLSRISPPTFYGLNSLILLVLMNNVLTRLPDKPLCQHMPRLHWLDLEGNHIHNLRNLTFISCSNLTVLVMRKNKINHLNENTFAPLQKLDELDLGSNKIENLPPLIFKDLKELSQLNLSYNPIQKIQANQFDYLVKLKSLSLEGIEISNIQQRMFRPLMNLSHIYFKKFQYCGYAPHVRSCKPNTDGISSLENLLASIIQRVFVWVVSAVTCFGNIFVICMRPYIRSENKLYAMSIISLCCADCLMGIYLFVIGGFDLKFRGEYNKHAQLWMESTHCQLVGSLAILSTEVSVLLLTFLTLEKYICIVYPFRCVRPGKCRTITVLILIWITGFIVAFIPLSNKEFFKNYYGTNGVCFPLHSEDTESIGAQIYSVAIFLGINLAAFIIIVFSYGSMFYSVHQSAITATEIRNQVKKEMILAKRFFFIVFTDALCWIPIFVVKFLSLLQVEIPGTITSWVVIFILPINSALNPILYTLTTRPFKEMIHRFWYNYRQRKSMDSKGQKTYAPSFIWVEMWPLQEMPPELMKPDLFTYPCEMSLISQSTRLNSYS
#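 cAMP rise read by TR-FRET after 30 min, 37C compound exposure (up to 58 uM) in RXFP1-transfected HEK293 cells with Ro 20174 present. EC50 from Hill-equation fits, with 29 nM porcine relaxin as 100% and buffer as basal.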
# D1 potentiator: Potentiators of Human D1 Dopamine Receptor: qHTS; D(1A) dopamine receptor (Homo sapiens), P21728; HEK293 TREx D1 cells, calcium flux, dopamine EC20 potentiation; potentiation, % at 10 µM; 0.036% of 360,000 active; AID 504651, 2011; in the data active means potentiation above about 30%; further: 0% is about no effect
# D2 potentiator: HTS Assay for Positive Allosteric Modulators of the Human D2 Dopamine Receptor: Primary Screen for Potentiators | D(2) dopamine receptor (Homo sapiens), P14416 | HEK293 T-REx D2, calcium flux, EC20 dopamine potentiation | potentiation, % at 10 µM | 0.34% of 340,000 active;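 active means potentiation over 3 SD above the plate norm, cut at about 30% in these data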; further: 0% is about no effect
#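 Cells plated with tetracycline inducer and held overnight at 30 C; calcium dye loaded 30–90 min at room temperature; baseline taken, compound added and read 180 s; EC20 dopamine then added and read 180 s.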
# Anesthetic bind: qHTS Assay for Identification of Novel General Anesthetics; 0.074% of 350,000 active; apoferritin/1-aminoanthracene competitive binding, fluorescence; Ferritin light chain (Equus caballus), P02791; AID 485281, 2010; Potency, µM (highest dose often 77.5 µM), for the others: top-dose activity change, negative = displacement, usual class: inhibitors; further: potency means the concentration at half of the fitted maximal effect; on the % scale 0 is the no-effect control and ±100 the full control effect; nearly all actives have a fitted effect of over 20% in size
# Target sequence (P02791 2-175 limits assumed): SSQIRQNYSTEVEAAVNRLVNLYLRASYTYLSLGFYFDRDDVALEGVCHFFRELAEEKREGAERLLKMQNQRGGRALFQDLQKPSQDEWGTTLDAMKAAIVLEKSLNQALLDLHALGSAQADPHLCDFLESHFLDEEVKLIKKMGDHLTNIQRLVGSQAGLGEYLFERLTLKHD
#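 In PBS, apoferritin at 10 uM is loaded with 1-AMA from a 50% saturated solution. After 10 min of compound exposure at ambient temperature, reduced 535 nm fluorescence indicates probe displacement.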
# D1 ag: Allosteric Agonists of the Human D1 Dopamine Receptor: qHTS; D(1A) dopamine receptor (Homo sapiens), P21728; HEK293 T-REx D1 cells, calcium flux, agonist mode; activation, % at 2 µM; 1% of 360,000 active; in the data active means activation above about 30%; further: 0% is about no effect
#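 Agonism was scored from calcium flux recorded over 180 s (1 read/s) after pintool compound addition, following a 10-cycle baseline. Cells were inducible force-coupled HEK293 TREx D1, plated overnight at 30 C and loaded with no-wash calcium dye.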
# D1 antagonist: Antagonist of Human D 1 Dopamine Receptor: qHTS. 3.2% of 360,000 active. activity change, negative = inhibition, % at 10 µM. HEK293 TREx D1 cells, calcium flux, dopamine EC80; active compounds read low; in the data active means activity change below about -30%; further: on the % scale 0 is the no-effect control and ±100 the full control effect
#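 Kinetic fluorescence of a calcium dye serves as the read-out. D1-expressing Hek293 Trex cells, induced overnight at 30 C, are exposed to compound for 180 s before an EC80 dopamine addition, then read 180 s further.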
# RXFP1 antag: qHTS Assay for Antagonists of the Relaxin Receptor RXFP1. HEK293-RXFP1, relaxin-stimulated cAMP HTRF, 30 min; active compounds read low. activity change, negative = inhibition, % at 57.5 µM. 0.59% of 350,000 active. AID 1259400, 2018;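 active means activity change of -60% or lower, but not beyond a set lower limit; inconclusive means change between -60% and -40%, or beyond the set limit; inactive means change above -40%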; further: on the % scale 0 is the no-effect control and ±100 the full control effect
# TRHR agonist: qHTS for Small Molecule Agonists and Allosteric Enhancers of Human TRH Receptor: Primary Screen for Agonists; Thyrotropin-releasing hormone receptor (Homo sapiens), P34981; TRHR cells, calcium flux fluo-8, FDSS agonist mode; activation, % at 2 µM; 0.18% of 360,000 active; in the data active means activation above about 30%; further: 0% is about no effect
#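 TRHR-expressing cells loaded with fluo-8 calcium dye; 23 nL library compound pin-transferred, kinetic FDSS fluorescence (Ex 480/Em 530) recorded about 180 s for agonist-induced calcium release, before a 10 nM TRH EC20 addition for potentiator mode.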
# TRHR enhancer: qHTS for Small Molecule Agonists and Allosteric Enhancers of Human TRH Receptor: Primary Screen for Enhancers. 0.66% of 360,000 active. enhancement, % at 2 µM. Thyrotropin-releasing hormone receptor (Homo sapiens), P34981. TRHR cells, fluo-8 calcium fluorescence, EC20 TRH enhancement; in the data active means enhancement above about 30%; further: 0% is about no effect
#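 TRHR-expressing cells loaded with fluo-8 calcium dye were read kinetically (ex 480/em 530) during compound addition, then stimulated with an EC20 of TRH (10 nM final). Enhancement of the Gq-mediated intracellular calcium response was scored.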
# * = called active by the depositor; ? = inconclusive; nt = no result given; [ ] = dose if it differs, or a comment. Unless noted, the call rests on the fitted dose curve; in most records, active means well fitted curve in the direction sought with a large enough effect; inconclusive means small, poorly fitted or top-dose-only effect, or another doubt; inactive means no such curve, though single readings can be large; an effect the other way counts as inactive or inconclusive. This is a subset (hit frequency here may not be typical).
SMILES,RXFP1 ag,D1 potentiator,D2 potentiator,Anesthetic bind,D1 ag,D1 antagonist,RXFP1 antag,TRHR agonist,TRHR enhancer
O=c1oc(-c2ccco2)nc2sc3c(c12)CCCC3,-0.1%,-2,4,0%,-2,-2,-6,0.8,-2
Nc1c(S(=O)(=O)c2ccccc2)c2nc3ccccc3nc2n1Cc1ccco1,-0.2%,-6,10,250%[activator],30,-21,-1,28,2
Cc1cc(C(=O)NC(C)C2CCCO2)cs1 (centres undefined),1.9%,1,19,-7%,1,1,7,0.2,0
COc1cccc(CSc2nnc(-c3ccco3)n2C)c1,-0.6%,3,8,-15%,1,-6,-3,0.0,7
CCC(=O)N(C)CCc1cc2c(c(OC)c1/C=N/NS(=O)(=O)c1ccc(C)cc1)OCO2,0.5%,3,-5,-11%,2,1,-7,0.3,0
Cc1ccc2c(CC(=O)NCc3ccccc3)coc2c1C,-0.2%,-2,0,-2%,-1,-16,-31,-0.6,10
CCN(CC(=O)Nc1cc(Cl)ccc1C)C(=O)Cc1ccsc1,0.1%,-4,8,nt,0,13,1,-1.2,17
CCN(CC)C(=O)CSc1nnc2sc3ccccc3n12,6.1%,4,-9,-12%,1,-4,-16,-0.1,0
O=C(Cc1ccccc1)Nc1ccc(NC(=O)C2CC2)nc1,0.0%,-1,12,-11%,0,0,-8,-0.3,1
COc1ccc(NC(=O)/C(C#N)=C\c2cc(C)n(-c3ccc4c(c3)OCO4)c2C)cc1,0.1%,-3,-1,-9%,4,-4,-5,0.1,-2
O=C(NCCOc1ccccc1)c1ccc2c(c1)OCO2,-2.0%,1,-12,2%,-2,-14,-10,-0.3,1
CCN1CCN(Cc2ccc(NC(=O)c3cc(NC(=O)c4cncc(-c5cccs5)c4)cc(OC)c3)cc2C(F)(F)F)CC1,-0.3%,-4,2,?,2,-2,-11,0.4,-1
Cc1nc2ccccc2n1CC(=O)NCc1ccccc1,0.4%,2,8,5%,7,-7,-14,-0.2,-3
CCCCCNc1nc(NCCCO)c(C#N)c2c1CN(C)CC2,1.4%,3,-13,124%[activator],3,6,-7,0.4,-5
O=C(NC1=NCCS1)C1CC(=O)N(c2ccccc2)C1 (centres undefined),0.8%,-5,-2,-15%,2,7,-5,0.6,-2
Cc1cc(O)ccc1Nc1nc(-c2cccnc2)cs1,0.2%,-2,-2,-7%,3,-13,-21,-1.5,-5
CCC(=O)Nc1cc2c3c(c1)CCC(=O)N3CCC2,2.0%,5,0,-1%,2,-3,-4,0.2,2
O=C(NCCC1CCCCN1S(=O)(=O)c1cccs1)C(=O)NCc1ccccc1 (centres undefined),2.3%,-4,3,nt,13,-26,2,0.0,1
Cc1cccc(NC(=O)c2cc(-c3ccc(C)c(C)c3O)n[nH]2)c1,0.4%,-3,2,?,18,-6,-13,0.1,0
COc1cccc(CNC(=O)c2cccnc2Sc2ccc(Cl)cc2)c1,3.9%,-3,-1,-4%,2,3,-1,1.2,-3
CSc1nc(C)c(C(=O)Nc2ccccc2)c(-c2ccco2)c1C#N,0.0%,-1,5,2%,3,-8,3,-0.3,-2
CC(C)(C)C(=O)NCCCNc1ccc([N+](=O)[O-])cc1,0.4%,-1,-8,-24%,4,-36*,-9,-0.4,17
O=C(Nc1cnn(Cc2c(Cl)cccc2Cl)c1)c1ccc([N+](=O)[O-])cc1,0.6%,1,2,-18%,2,-5,0,-0.3,10
O=C(CSCc1ccc(Cl)cc1)N/N=C/c1ccco1,-0.6%,1,3,?,4,-16,-20,-0.3,6
NC(=O)CC(NC(=O)Cc1ccc(Br)cc1)c1ccc(NCCc2ccccc2F)c([N+](=O)[O-])c1 (centres undefined),-30%[inhibitor],6,0,-3%,8,-3,nt,0.0,-4
Cc1cc(C(=O)OCC(=O)Nc2cc(C(F)(F)F)ccc2N2CCOCC2)c(C)o1,1.5%,-3,5,5%,2,1,-3,0.2,0
C=CCSC1=C(C#N)C(c2ccccc2C)CC(=O)N1 (centres undefined),-0.2%,-6,-4,3%,1,-6,-16,0.4,11
CC(NC(=O)c1cccc(S(=O)(=O)N2CCc3ccccc32)c1)c1ccco1 (centres undefined),-1.7%,2,10,nt,-1,2,5,0.2,-1
CN(C)C(CNc1ncnc2sc3c(c12)CCCC3)c1ccco1 (centres undefined),8.0%,-2,-10,-8%,1,-13,-20,-1.7,-6
Cc1c(C(=O)NC2CCCCC2)oc2ccc(F)cc12,-2.9%,3,-3,3%,4,3,-4,-1.3,-5

# 7 compounds drawn at random from the list so far, as already listed:
SMILES,RXFP1 ag,D1 potentiator,D2 potentiator,Anesthetic bind,D1 ag,D1 antagonist,RXFP1 antag,TRHR agonist,TRHR enhancer
COc1cccc(CNC(=O)c2cccnc2Sc2ccc(Cl)cc2)c1,3.9%,-3,-1,-4%,2,3,-1,1.2,-3
O=C(Nc1cnn(Cc2c(Cl)cccc2Cl)c1)c1ccc([N+](=O)[O-])cc1,0.6%,1,2,-18%,2,-5,0,-0.3,10
Cc1cccc(NC(=O)c2cc(-c3ccc(C)c(C)c3O)n[nH]2)c1,0.4%,-3,2,?,18,-6,-13,0.1,0
Cc1cc(O)ccc1Nc1nc(-c2cccnc2)cs1,0.2%,-2,-2,-7%,3,-13,-21,-1.5,-5
CC(C)(C)C(=O)NCCCNc1ccc([N+](=O)[O-])cc1,0.4%,-1,-8,-24%,4,-36*,-9,-0.4,17
C=CCSC1=C(C#N)C(c2ccccc2C)CC(=O)N1 (centres undefined),-0.2%,-6,-4,3%,1,-6,-16,0.4,11
O=C(CSCc1ccc(Cl)cc1)N/N=C/c1ccco1,-0.6%,1,3,?,4,-16,-20,-0.3,6

# Additional structures
SMILES,RXFP1 ag,D1 potentiator,D2 potentiator,Anesthetic bind,D1 ag,D1 antagonist,RXFP1 antag,TRHR agonist,TRHR enhancer
N#CCSc1n[nH]c2nc3c(c(=O)n12)C1(CCCCC1)Cc1ccccc1-3,-2.8%,14,4,57%[activator],0,-18,5,-0.4,3
CCCC(=O)N(CCN1CCOCC1)c1nc2cc(C)c(C)cc2s1,-0.6%,7,9,-5%,2,-6,-12,1.5,6
COCCCNC(=O)CS(=O)Cc1nc(-c2cccc(OC)c2)oc1C (centres undefined),1.0%,-6,5,-14%,3,8,-1,-0.9,5
CCNC(=S)N1CCN(S(=O)(=O)/C=C/c2ccccc2)CC1,-0.2%,-1,5,4%,0,5,2,-1.0,40*
COc1cc(C(=O)Nc2cccc(C)c2C)ccc1OCC(=O)N1CCOCC1,1.5%,3,-10,nt,2,20,11,0.1,-5
Cc1onc(-c2ccccc2Cl)c1C(=O)NNC(=O)c1nn(C)cc1Cl,-0.3%,9,nt,-6%,0,-4,?,0.4,0
CCN(C(=O)CSc1nc2nc(C)cc(C)n2n1)C1CCS(=O)(=O)C1 (centres undefined),18%,3,4,0%,1,-11,-2,0.4,-5
COc1ccc(Cn2c(CNS(=O)(=O)c3ccc(C)c(C)c3)nc3cccnc32)cc1,4.3%,-4,-2,-2%,3,-10,13,-0.5,2
CC(C)c1ccc(Cc2cnc(NC(=O)c3ccc4c(c3)CC(c3ccccc3)OC4=O)s2)cc1 (centres undefined),-0.4%,2,9,7%,0,7,-3,0.2,-7
O=C(NC1CCN(S(=O)(=O)c2ccc(Cl)cc2)CC1)C1CCCCC1,-3.9%,-10,-6,-5%,2,-18,-4,-1.2,5
CC(C)c1ccccc1NC(=O)COC(=O)c1c2c(nc3ccccc13)CCN(Cc1ccccc1)C2,1.6%,-3,-3,-18%,7,1,12,-0.1,-4
O=C(c1ccccc1Br)N1CCn2c1nc1ccccc12,-1.2%,0,4,-5%,2,9,3,1.0,-7
COC(=O)[C@@H]1C(c2c(OC)cc(OC)cc2OC)=NO[C@H]1C(=O)OC,1.5%,-1,-5,7%,4,-2,-1,0.5,-3
CCc1cc2c(=O)c(-c3cnn(-c4ccccc4)c3)c(C(F)(F)F)oc2c(CN(C)C)c1O,-1.2%,-10,-1,10%,0,-3,nt,-0.2,2
CCCNS(=O)(=O)c1cc(-c2nn3c(C)nnc3c3ccccc23)ccc1C,22%,-1,3,-3%,-1,1,3,0.3,-1
COc1ccc(N2CCN(C(=O)C3(S(=O)(=O)c4ccc(C)cc4)CC3)CC2)cc1,1.7%,-3,-12,-5%,3,-58*,1,0.2,2
O=C(Cn1cc(C(=O)c2ccco2)c2ccccc21)Nc1ccccc1C(F)(F)F,?,-4,-9,-13%,2,-2,4,0.8,-7
CCN(CC)C(=O)CC1(c2ccccc2OC)CCOC(C(C)C)C1 (centres undefined),0.3%,-3,5,-13%,4,-11,7,-1.2,10
Cc1ccc(C(=O)c2oc3ccccc3c2NC(=O)C(C)Oc2ccccc2Cl)cc1 (centres undefined),?,0,-3,4%,2,0,3,1.5,6
Cc1ccc(NC(=O)NCc2ccc3[nH]c(C)cc3c2)cc1,0.6%,-5,-12,-23%,1,5,-3,0.1,4
COc1ccc(NC(=S)Nc2ccc(N(C)C(C)=O)cc2)cc1,4.0%,-1,-7,-7%,0,nt,-8,0.0,-4
